Source: PubChem BioAssay (Fisher Drug Discovery Resource Center)
hcGAS inh: Primary biochemical luminescence assay for human cyclic GMP-AMP synthase inhibitors; Q8N884; recombinant h-cGAS, ATP depletion, Kinase-Glo luminescence; inhibition, % at 12.5 µM; 0.081% of 290,000 active; AID 1259398, 2018;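 further: 0% = vehicle reaction and 100% = reaction without DNA for no activity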
Target sequence (Q8N884 whole entry, looked up): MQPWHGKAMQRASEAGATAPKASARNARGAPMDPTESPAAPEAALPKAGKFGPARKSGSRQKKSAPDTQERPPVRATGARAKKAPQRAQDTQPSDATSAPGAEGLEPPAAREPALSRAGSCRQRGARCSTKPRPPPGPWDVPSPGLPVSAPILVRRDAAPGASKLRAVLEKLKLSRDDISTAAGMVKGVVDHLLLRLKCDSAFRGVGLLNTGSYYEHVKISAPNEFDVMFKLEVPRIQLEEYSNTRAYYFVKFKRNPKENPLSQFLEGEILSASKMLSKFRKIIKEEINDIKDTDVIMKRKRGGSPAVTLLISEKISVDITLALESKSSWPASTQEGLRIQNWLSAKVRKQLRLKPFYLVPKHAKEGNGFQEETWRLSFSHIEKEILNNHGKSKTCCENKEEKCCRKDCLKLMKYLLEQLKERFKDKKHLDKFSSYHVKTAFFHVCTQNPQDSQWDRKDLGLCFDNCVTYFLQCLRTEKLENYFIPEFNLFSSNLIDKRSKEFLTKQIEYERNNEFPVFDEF
mcGAS inh: cyclic GMP-AMP synthase inhibitors, mouse, primary biochemical chemiluminescence; Q8C6L5; recombinant cGAS, Kinase-Glo ATP depletion luminescence; inhibition, % at 12.5 µM; 0.15% of 160,000 active; AID 1259399, 2018;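 further: 0% = negative control wells and 100% = reference inhibitor with no enzyme activity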
NPYLR7 agonist: agonists of mosquito NPYLR7 receptor, primary screen, cell-based, Aedes aegypti, calcium fluorescence, mosquito biting behavior; Aedes aegypti neuropeptide Y-like receptor 7 (NPYLR7); HEK293T NPYLR7/Galpha15, GCaMP6s calcium fluorescence; activation, % at 10 µM; 0.15% of 270,000 active; in the data active means activation above about 40%;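 further: 0% = vehicle and 100% = reference agonist at the receptor; some compounds past the cut are filed as inactive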
* = called active by the depositor; x = not tested or not shown; & = joins results of further samples. Unless noted, no stated cut-off is given here; in the data, active means inhibition above about 40%; inactive means the rest.

SMILES | hcGAS inh | mcGAS inh | NPYLR7 agonist
Cc1cccc2sc(N(CCCN3CCOCC3)C(=O)c3ccc(S(C)(=O)=O)cc3)nc12 | -2 | -4 | 0
CC1Nc2ncnn2C(c2ccccc2)C1C(=O)Nc1ccccc1 (stereo not given) | -6 | -8 | -5
COc1ccccc1OCC(=O)N=Nc1c(O)n(C)c2c(C)cc([N+](=O)[O-])cc12 | -3 | -5 | 1
CCOC(=O)N1CCN(C2CCCN(C(=O)c3csc4c3CCCC4)C2)CC1 (stereo not given) | -1 | x | -2
CN1CCCc2cc(CCNC(=O)C34CC5CC(CC(C5)C3)C4)ccc21 | 0 | x | 9
COc1ccccc1-c1nnc2ccc(OCCNS(=O)(=O)c3ccccc3)nn12 | -5 | -5 | -3
CC1(C)COC(CCOC(=O)N2CCC3(CC2)C(=O)NCN3c2ccccc2)OC1 | -5 | -4 | -7
CN(C)CCN1CCN(c2ccn3nccc3n2)CC1 | -13 | x | 1
Cc1[nH]n2c(=O)cc(C(C)(C)C)nc2c1-c1ccc(Cl)cc1 | -5 | -8 | 15
CC(C)CCC(C)NC(=O)Nc1ccc(S(C)=O)c(F)c1 (stereo not given) | -6 | -15 | -2
Cc1nnsc1C(=O)N1CCC(CCC(=O)Nc2ccc3c(c2)OCCO3)CC1 | 2 | x | 4
Cc1cc(C(=O)N2CCCCC2c2nc(C)no2)c2ccc(F)cc2n1 (stereo not given) | -5 | x | 9
COc1cccc(/C=N\n2cnnc2)c1OCC#N | 7 | x | 19
Fc1ccccc1-c1n[nH]c(=S)n1C1CC1 | -11 | x | 9
Cn1ncnc1CNC(=O)c1nn(-c2ccc(F)cc2)cc1O | -8 | -14 | 6
CC(C(=O)NCc1cnn2ccccc12)n1cnc2ccccc21 (stereo not given) | -4 | -15 | -2
COc1cc(Br)c(S(=O)(=O)N2CCc3ccccc3C2)cc1OC | -3 | x | 1
CN1CCN(C(=O)c2cncc(N3CCC4(CCOCC4)CC3)n2)CC1 | -10 | -12 | x
CC1CCC2(CC1)OCC(C(=O)NCc1cccnc1)N2C(=O)c1cc(F)cc(F)c1 (stereo not given) | -3 | -6 | -5
COc1ccc([N+](=O)[O-])cc1NC(=O)c1ccnn1C | -4 | x | 1
O=S(=O)(NCc1nnnn1C1CCCCC1)c1cccc(Cl)c1 | -4 | -6 | 29
Cc1ccc(-c2csc(NC(=O)CCc3nc4ccccc4[nH]3)n2)s1 | -2 | -8 | -3
COCCNC(=O)c1c(N)n(/N=C\c2cccc(OC)c2OC)c2nc3ccccc3nc12 | -4 | -8 | 10
O=C(NNC(=O)C12CC3CC(CC(C3)C1)C2)c1cc(Br)ccc1F | 4 | 2 | 0
CNc1ncc(CN(C)C(=O)c2cnn3ccn(C)c23)cn1 | 2 | x | -2

(list continues)
SMILES | hcGAS inh | mcGAS inh | NPYLR7 agonist
COc1ccc(NC(=O)CCC2CCCN(C(=O)CC3=CCCCC3)C2)c(C)c1 (stereo not given) | -3 | x | -6
O=C(N[C@H](Cc1ccccc1)C(=O)N1CCC(C(=O)N2CCCCC2)CC1)C1CC1 | -2 | 2 | -1
CC(C)=CCN(C)Cc1cc(-c2ccncc2)no1 | -3 | -13 | 2
N#CCC(=O)NCC1CCCO1 (stereo not given) | -6 | x | 1
COc1cc(C)c(S(=O)(=O)N2CCN(c3cccc(C)c3C)CC2)cc1C | -1 | x | -5
Cc1cnccc1CN(C)Cc1cccc(C(C)(C)C)c1O | -2 | x | 12
CC(CO)CSC1CCN(c2cccc(Cl)c2)C1=O (stereo not given) | 3&-9 | -6 | 4&12
CC1(C(=O)O)CCC(C(=O)Nc2nc3ccccc3s2)C1(C)C (stereo not given) | -5 | x | 8
O=C(C1=CC=CN2CCS(=O)(=O)N=C12)N1CCN(c2ccccn2)CC1 | 1 | 0 | 8
Clc1ccc(-n2ncc3c2CCN(Cc2cc4c(cc2Cl)OCO4)C3)cc1 | -6 | x | 0
Cc1cccc(C(=O)N2CCC3(CCCO3)CC2)n1 | -4 | -2 | 0
Nc1nc(-c2c[nH]c3ccccc23)cs1 | -3&6 | -3 | 2&6
CS(=O)(=O)CC(NC(=O)C1SCCc2sccc21)c1ccccc1 (stereo not given) | 1 | x | 1
O=C(CN1C(=O)CCC1=O)Nc1c2c(nn1-c1nc3ccccc3s1)CCC2 | -4 | x | 8
Nc1nc2ccc(Br)cc2o1 | 8 | 0 | -3
CN(C)C(CNc1ncccc1C#N)C1CCCCC1 (stereo not given) | -3 | x | 11
CCOC(=O)Cn1c(=O)c2c(nc3n(-c4ccc(F)cc4)c(C)cn23)n(C)c1=O | -5 | x | 2
N#Cc1c(-c2ccc(Br)cc2)csc1N1CCCCC1 | -3 | x | 5
O=C1CCCN1c1ccc(NS(=O)(=O)c2cccc(F)c2)cc1 | -7 | x | 6
COc1ccc(CC2CCN(Cc3cc(C)cc(C)c3)CC2)cc1 | -5 | -4 | 4
CCCc1cc(=O)n(CC(=O)Nc2ccc3c(c2)OCO3)c(-n2nc(C)cc2C)n1 | -6 | -7 | -4
COCCc1ccc(-c2csc(NC(=O)c3cc(Cl)c[nH]3)n2)cc1 | -1 | x | -2
CCn1c(C)cc(O)c(C(c2ccncc2)N2CCN(c3ccccc3F)CC2)c1=O (stereo not given) | -5 | x | 13
Cc1ccc(Cn2nnc3c(=O)n(CC(=O)N4CCC(Cc5ccccc5)CC4)cnc32)cc1 | -5 | x | 4
O=C(O)c1ccc(NNC(=O)C(F)(F)F)nc1 | -4 | x | 12

In another format: entries from further up
Each structure is followed by: hcGAS inh	mcGAS inh	NPYLR7 agonist
Cc1cccc(C(=O)N2CCC3(CCCO3)CC2)n1
 : -4	-2	0
Nc1nc(-c2c[nH]c3ccccc23)cs1
 : -3&6	-3	2&6

The list goes on:
SMILES | hcGAS inh | mcGAS inh | NPYLR7 agonist
CCN(CC)Cc1cnc2c(C(=O)N3CCn4cccc4C3C)cnn2c1 (stereo not given) | 0 | -10 | 13
COCCOC(=O)C1=C(C)N(C)C(=O)NC1c1ccc(C(=O)OC)cc1 (stereo not given) | -6 | x | 5
COc1ccc(/C=C2N=C(/C=C/c3ccc(Cl)cc3Cl)OC\2=O)cc1 | -3 | -5 | 1
CCCOc1ccc(C(=O)N2CCCCC2C(=O)OCCc2ccc(OC)c(OC)c2)cc1 (stereo not given) | -1 | -5 | -8
COc1ccc(CN2CCN(CCCn3cccn3)CC2CCO)cc1C (stereo not given) | 5 | x | -6
Cc1ccc2oc(C(=O)N3CCCN(Cc4cccc(F)c4)CC3)c(C)c2c1 | -6 | x | 6
C[C@@H]1CN(Cc2ccccc2)CCN1C(=O)NCc1ccccn1 | -4 | x | 5
CCOCC(C)(C)NC(=O)CC(=O)Nc1cc(C)cc(C)c1 | -4 | x | 14
O=S(=O)(c1ccc2nc(CO)[nH]c2c1)c1ccc2nc(CO)[nH]c2c1 | -8 | x | 5
C=CCSc1nnc2c(n1)OC(c1ccc3c(c1)OCO3)Nc1ccccc1-2 (stereo not given) | -8 | -5 | 15
CCOc1ccc(-c2nc(COC(=O)c3nnn(-c4cccc(SC)c4)c3C)c(C)o2)cc1 | -7 | -11 | 8
CC(CC(=O)N1CCC(OCCN2CCCC2)C1)c1ccc(F)cc1 (stereo not given) | 3 | x | -7
CC(C)N1CC23C=CC(O2)C(C(=O)O)C3C1=O (stereo not given) | -7 | x | -2
COc1ccc(OCc2cc(C(=O)NCc3ccc(C)c(F)c3)no2)c(Cl)c1 | -1 | -9 | 5
CCc1csc(Cn2ccnc2-c2nc[nH]c2C)n1 | -9 | -20 | 21
Cc1nc(Nc2ccc(NC(=O)C(C)Oc3ccccc3)cc2)cc(-n2cccn2)n1 (stereo not given) | -5 | -8 | -7
Cc1c(C(=O)N2CCN(C(=O)NCc3ccccc3)CC2)cc(-c2ccccc2)n1-c1ccccc1Cl | -13 | -4 | 0
Cc1cccc(CN(Cc2ccc(C(C)(C)O)o2)CC(C)C)c1 | -4 | -4 | -1
CCOC(=O)CSc1nc2c(cnn2CCO)c(=O)[nH]1 | -5 | x | 11
Cc1cc(C(=O)Nc2cccc(C(N)=O)c2)c(C)n1-c1ccc(C(C)C)cc1 | -3 | -17 | -5
COCC(C)n1c(SC(C)C(=O)NC2CCCCC2C)nc2ccccc2c1=O (stereo not given) | -9 | x | -5
CCOC(=O)c1ccc(N2CCN(Cc3ccccc3)CC2)c(NC(=O)c2ccc([N+](=O)[O-])o2)c1 | -4 | x | 0
C=CCN(CC#Cc1ccccc1)Cc1ccc(O)c(Cl)c1 | -6 | -12 | 4
COc1ccccc1CN1CCn2nc(C(=O)NC3CCCCC3)cc2C1=O | 3 | -2 | -6
Cc1ccc(CNC(=O)CCn2c(C)csc2=O)cc1F | -9 | -7 | 11

Reformatted: 2 of the compounds above
compound	hcGAS inh	mcGAS inh	NPYLR7 agonist
CC(C)N1CC23C=CC(O2)C(C(=O)O)C3C1=O (stereo not given)	-7	x	-2
COc1ccc(OCc2cc(C(=O)NCc3ccc(C)c(F)c3)no2)c(Cl)c1	-1	-9	5

Entries of single compounds, looked up by structure. Screens in order: hcGAS inh, mcGAS inh, NPYLR7 agonist
CN1CCN(C(=O)c2cncc(N3CCC4(CCOCC4)CC3)n2)CC1 is entered as -10, -12, x
O=S(=O)(NCc1nnnn1C1CCCCC1)c1cccc(Cl)c1 is entered as -4, -6, 29
COCCNC(=O)c1c(N)n(/N=C\c2cccc(OC)c2OC)c2nc3ccccc3nc12 is entered as -4, -8, 10
COc1cccc(/C=N\n2cnnc2)c1OCC#N is entered as 7, x, 19
CC(C)=CCN(C)Cc1cc(-c2ccncc2)no1 is entered as -3, -13, 2

Carrying on.
SMILES | hcGAS inh | mcGAS inh | NPYLR7 agonist
COc1ccc(CCN(C)C(=O)C(c2ccccc2)C2CCCCC2)cc1OC (stereo not given) | -1 | 0 | -7
O=S1(=O)CC(Cl)C(NS(=O)(=O)c2ccc(F)cc2)C1 (stereo not given) | -4 | x | 11
CCN(CC(F)(F)C(F)F)C(C#N)=C(C#N)C#N | -1 | x | 2
c1ccc2c(c1)Cc1cc(CN3CCn4cncc4C3)ccc1-2 | -10 | x | 9
C[N+]1(C)CCCC(OC(=O)C(O)(c2ccccc2)c2ccccc2)C1 (stereo not given) | 4&-1&0&-6 | -7 | -8&-2&-4
CCOC(=O)Cc1nn2c(=O)cc(C)nc2s1 | -9 | x | 9
COC(=O)c1ccc(N2C(=O)CC(N3CCCCC3)C2=O)cc1 (stereo not given) | 3 | -4 | 3
C=CCn1c(=O)c2c(nc3n(-c4ccc(OC)c(Cl)c4)c(C)cn23)n(C)c1=O | -4 | x | 2
Nc1nc(O)c(C2=c3cc(Cl)cc(Cl)c3=NC2=O)s1 | -6 | x | 7
O=C(Cc1ccc(F)cc1)N1CCN(C(=O)CN2CCc3sccc3C2c2ccccc2)CC1 (stereo not given) | -2 | -3 | 9
C[C@@]1(O)CCN(C(=O)Cn2ccccc2=O)C[C@@H]1Cc1ccccc1 | -1 | -11 | x
Cc1nc(C)c(Cc2ccc([N+](=O)[O-])cc2)c(N2CCN(C(=O)c3cccc(Cl)c3)CC2)n1 | -9 | -4 | 14
CCCCn1c(N)c(N(Cc2ccco2)C(=O)C2CCCO2)c(=O)[nH]c1=O (stereo not given) | 1 | x | -2
Oc1cc2c(cc1CN(Cc1cccs1)C1CC1)OCO2 | -10 | -7 | 7
NC(=O)c1nn(CC(=O)N(CC2CCCO2)C2CCS(=O)(=O)C2)c(=O)c2ccccc12 (stereo not given) | -10 | x | 5
CC(C)c1ccc(CN(C)Cn2[nH]c(C3CC3)nc2=S)cc1 | -2 | 0 | 7
CCOC(=O)c1cc(C(C)(C)C)n(C2CCN(S(=O)(=O)c3ccc(F)c(F)c3)CC2)n1 | -1 | -5 | 10
CCCN(CN1C(=O)NC2(C1=O)C(C)CCCC2C)CC(F)(F)F (stereo not given) | -8 | x | 11
CCOc1ccc(Nc2ncnc3c2nnn3CC)cc1 | -10 | -8 | 2
CC(C)NC(=S)Nc1ccc2cn[nH]c2c1 | -12 | -8 | -1
Cc1ccc(-c2nc3ccccc3nc2NNC(=O)CCCC(=O)O)cc1 | -2 | -1 | 5
Cc1ccc(NC(=O)c2cnc(SCC(=O)N3CCOCC3)n(C)c2=O)cc1C | 0 | x | 7
COCc1ccc(CN2CCC(CO)(CCCc3ccccc3)CC2)o1 | 1 | 0 | -2
Cc1cc(-c2csc(N)n2)c(C)n1-c1cccc(F)c1 | -5 | -7 | 1
CN(C)CCN(Cc1cc(NC(=O)CC(C)(C)C)ccc1N(C)C)C(=O)c1cccs1 | 1 | -4 | 4

(more compounds)
SMILES | hcGAS inh | mcGAS inh | NPYLR7 agonist
COCCN(CC(=O)N1CCc2sccc2C1c1ccccc1)C(=O)c1cccc(Br)c1 (stereo not given) | -7 | -4 | 21
c1ccc(-n2cc(CNCc3cccs3)c(-c3ccc4c(c3)OCO4)n2)cc1 | -1 | x | 4
Cc1cccc(=O)n1CCC(=O)NCc1cccnc1N1CCN(C)CC1 | -3 | -18 | x
CCOC(=O)CNC(=O)N(CC(=O)c1c(C)c(C(=O)OCC)n(CC)c1C)C1CC1 | -4 | -4 | -5
CCCCc1ccc(S(=O)(=O)N2CCN(c3nc4nccc(-c5cccs5)n4n3)CC2)cc1 | -9 | -3 | 11
Cc1ccc(C)c(CN2CCN(c3nc4c(c(=O)[nH]c(=O)n4C)n3CCC(C)C)CC2)c1 | -7 | -1 | -6
Cc1ccc(C(=O)NCCc2cc3cc(C)c(C)cc3[nH]c2=O)cc1 | -1 | -5 | 0
